IDH1 R132H inh = human IDH1 R132H inhibition; Potency, µM (doses to about 76.6 µM), inactives show at the top dose activity change, negative = inhibition, usual class: inhibitors; 0.093% of 390,000 active; O75874; IDH1-R132H enzyme, NADPH consumption, diaphorase/resazurin fluorescence; also: potency is read from the fitted curve at half-maximal effect; % is scaled to controls: 0 for no effect and ±100 for the full control effect; nearly all actives have a fitted effect of over 65% in size
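IDH1-R132H (0.5 ug/mL dispensed) in pH 7.5 Tris buffer was preincubated 30 min with compound, then given a substrate mix of 0.016 mM NADPH and 2 mM alpha-KG for 80 min at room temperature; remaining NADPH was read by diaphorase/resazurin fluorescence.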
TrxR1 inh = rat TrxR1 inhibition. O89049. recombinant rTrxR1, NADPH fluorescence consumption, selenite substrate. Potency, µM (doses to about 114 µM), for inactives: top-dose activity change, negative = inhibition, usual class: inhibitors. 1% of 390,000 active; also: potency is read from the fitted curve at half-maximal effect; % is scaled to controls: 0 for no effect and ±100 for the full control effect; nearly all actives have a fitted effect of over 65% in size
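Rat TrxR1 (90 nM in the dispensed reagent) was pre-reduced with 400 uM NADPH for 5 min at room temperature, then incubated with compound for 15 min. After 400 uM selenite was added, NADPH fluorescence (Ex 340/Em 450 nm) was followed for 8 min.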
D2 antagonist = D2 dopamine receptor (human) antagonism; P14416; HEK293 TREx D2 cells, calcium flux, dopamine EC80; inhibition, % at 10 µM; 2% of 340,000 active; AID 485344; in the data active = inhibition above about 30%; also: 0% is about no effect
Target sequence (P14416 whole entry, looked up): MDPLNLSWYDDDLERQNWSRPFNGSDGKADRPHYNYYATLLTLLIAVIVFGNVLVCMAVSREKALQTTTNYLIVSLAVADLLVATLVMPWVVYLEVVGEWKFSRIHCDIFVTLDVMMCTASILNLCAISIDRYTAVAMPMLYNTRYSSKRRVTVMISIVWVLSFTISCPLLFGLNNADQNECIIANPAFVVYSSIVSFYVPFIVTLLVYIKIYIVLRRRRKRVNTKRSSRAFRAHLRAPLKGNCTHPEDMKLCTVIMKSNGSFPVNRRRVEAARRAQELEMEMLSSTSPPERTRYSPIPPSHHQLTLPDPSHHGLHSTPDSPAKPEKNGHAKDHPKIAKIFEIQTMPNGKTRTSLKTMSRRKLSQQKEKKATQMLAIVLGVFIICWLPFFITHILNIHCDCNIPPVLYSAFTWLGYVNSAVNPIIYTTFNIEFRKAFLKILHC
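Inhibition of EC80 dopamine-driven calcium flux, recorded kinetically, defines activity here; cells are a tetracycline-induced HEK293 T-REx line expressing force-coupled D2.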
TrxR1 substrate = rat thioredoxin reductase 1 substrate activity. 0.01% of 390,000 active. O89049. Potency, µM (titrated, usually from 114 µM), for the others: at the top dose activity change, negative = substrate turnover. purified TrxR1 substrate turnover, NADPH consumption readout; also: potency is read from the fitted curve at half-maximal effect; % is scaled to controls: 0 for no effect and ±100 for the full control effect; nearly all actives have a fitted effect of over 50% in size
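Rat TrxR1, dispensed at 90 nM, was prereduced with 400 uM NADPH (final) for 5 min at ~22 deg C, then incubated with compound 15 min before 400 uM selenite. A first-read NADPH fluorescence drop versus no-compound background flagged substrates.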
D2 agonist = D2 dopamine receptor (human) agonism; P14416; HEK293 T-REx D2 cells, calcium flux agonist mode; activation, % at 2 µM; 0.53% of 340,000 active; AID 485358;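 active = activation over 3 SD above normal in the single-dose calcium agonist read, cut at about 30% in these data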; also: 0% is about no effect
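Tetracycline-induced HEK293 T-REx cells with force-coupled D2 receptor, plated overnight at 30 C, loaded with no-wash calcium dye. After a 10 s baseline, compound was pin-added and calcium flux read kinetically for 180 s; calcium rises flagged agonists.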
USP1-UAF1 inh = USP1/UAF1 (human) deubiquitinase inhibition; O94782; recombinant USP1/UAF1, Ub-Rhodamine cleavage fluorescence; Potency, µM (top dose mostly 57.1 µM), for the others: top-dose activity change, negative = inhibition, most hits filed as inhibitors; 0.23% of 390,000 active; AID 743255; also: potency is read from the fitted curve at half-maximal effect; % is scaled to controls: 0 for no effect and ±100 for the full control effect; nearly all actives have a fitted effect of over 60% in size; inactives centre near -12
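USP1/UAF1 complex (1 nM) preincubated 15 min at room temperature with compound, then Ub-Rho substrate (150 nM final) added. Kinetic fluorescence at 480/540 nm over 6 reads at 60 s intervals; 50 mM HEPES pH 7.8, 0.5 mM EDTA, 0.1 mg/ml BSA, 1 mM TCEP, 0.01% Tween-20.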
Pin1 inh = human Pin1 inhibition. Pin1 FP peptide displacement, HiFluor488, 10 min. Potency, µM (top dose mostly 115 µM), inactives show at the highest dose activity, negative = inhibition, most hits filed as inhibitors. 0.009% of 390,000 active. AID 504891; active = well fitted inhibition curve with a large enough effect in the polarisation, with a control signal flat, not every such curve was filed as active; inconclusive = small, poorly fitted or top-dose-only effect, or effect the other way, or a change in a side signal; inactive = no such curve, though single readings can be large or run the other way; the % refers to the polarisation; also: potency is read from the fitted curve at half-maximal effect; % is scaled to controls: 0 for no effect and ±100 for the full control effect
Target sequence (Q13526 whole entry, looked up): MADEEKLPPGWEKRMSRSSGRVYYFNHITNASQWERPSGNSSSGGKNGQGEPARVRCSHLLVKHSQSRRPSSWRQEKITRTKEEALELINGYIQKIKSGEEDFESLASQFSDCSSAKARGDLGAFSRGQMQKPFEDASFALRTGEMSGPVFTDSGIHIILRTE
TRHR agonist = activates the human TRH receptor; TRHR cells, calcium flux fluo-8, FDSS agonist mode; activation, % at 2 µM; 0.18% of 360,000 active; in the data active = activation above about 30%; also: 0% is about no effect
Target sequence (P34981 whole entry, looked up): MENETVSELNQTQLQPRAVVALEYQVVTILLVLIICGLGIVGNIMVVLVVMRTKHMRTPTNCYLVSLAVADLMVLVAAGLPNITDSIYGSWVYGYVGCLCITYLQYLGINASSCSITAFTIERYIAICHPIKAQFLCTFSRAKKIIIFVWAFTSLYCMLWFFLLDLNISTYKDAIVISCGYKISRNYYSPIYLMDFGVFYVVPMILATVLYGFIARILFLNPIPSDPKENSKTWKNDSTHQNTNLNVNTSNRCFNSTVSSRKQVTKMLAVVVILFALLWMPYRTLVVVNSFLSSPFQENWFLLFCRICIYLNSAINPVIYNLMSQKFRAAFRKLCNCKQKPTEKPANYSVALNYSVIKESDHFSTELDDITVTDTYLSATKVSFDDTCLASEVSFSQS
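TRHR-expressing cells loaded with fluo-8 calcium dye; 23 nL library compound pin-transferred, kinetic FDSS fluorescence (Ex 480/Em 530) recorded about 180 s for agonist-induced calcium release, before a 10 nM TRH EC20 addition for potentiator mode.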
TRHR enhancer = allosterically enhances the human TRH receptor; enhancement, % at 2 µM; 0.66% of 360,000 active; P34981; TRHR cells, fluo-8 calcium fluorescence, EC20 TRH enhancement; AID 493056; in the data active = enhancement above about 30%; also: 0% is about no effect
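TRHR-expressing cells loaded with fluo-8 calcium dye were read kinetically (ex 480/em 530) during compound addition, then stimulated with an EC20 of TRH (10 nM final). Enhancement of the Gq-mediated intracellular calcium response was scored.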
An asterisk follows results filed as active; u = inconclusive; x = not tested or not shown; & = joins results of further samples; [ ] = another dose, or the depositor's remark. Unless noted, calls follow the shape of the dose curve; as a rule, active = well fitted inhibition curve with a large enough effect; inconclusive = small, poorly fitted or top-dose-only effect; inactive = no such curve, though single readings can be large or run the other way. Not all compounds are listed (hit frequency here may not be typical).

SMILES	IDH1 R132H inh	TrxR1 inh	D2 antagonist	TrxR1 substrate	D2 agonist	USP1-UAF1 inh	Pin1 inh	TRHR agonist	TRHR enhancer
CCOc1ccc(C(=O)NCC2CCCN2S(=O)(=O)c2cccs2)cc1 (stereo not drawn)	8%	0%	5	-1%	0.1	-17%	-2%	-0.2	9
CCOC(=O)c1[nH]c2ccccc2c1NC(=O)c1c(F)cccc1F	-6%	11%	x	18%	0.8	-19%	5%	-0.1	2
CC1(C)Cc2cccc(OCC(=O)NCc3cccs3)c2O1	-1%	9%	-9	-1%	0.3	5%	-1%	-1.2	-3
CCOC(=O)/C=c1\s/c(=C\c2c(OC)ccc3ccccc23)c(=O)n1CC(=O)NCC1CCCO1 (stereo not drawn)	1%	5%	5	-4%	0.5	-9%	u	1.5	-8
CCOCCn1ccc2c(OCC(=O)Nc3cccc([N+](=O)[O-])c3)cccc2c1=O	9%	3%[57.1 µM]	x	1%[57.1 µM]	1.1	-30%	9%	-0.4	4
O=C1C=C(N2CCOCC2)c2ccccc2C1=O	17%	u	-8	25µM*	-0.2	3.2µM*	-22%	0.1	2
O=C(O)Cc1csc(-c2cccc(Oc3ccccc3)c2)n1	2%&2%	24%&7%	5&4	1%&2%	-0.4&0.3	-14%&-21%	2%&-8%	-0.6&-0.4	-3&-2
COc1ccc(N2CCN(C(=O)c3ccc(C)c(NC(=O)c4ccco4)c3)CC2)cc1	4%	-10%	-2	-8%	0.1	-8%	3%	-0.4	-5
O=C(Cn1ccc2ccccc2c1=O)NCCC(=O)N1CCN(c2cccc(C(F)(F)F)c2)CC1	2%	-3%	-19	-10%	-0.5	-12%	5%	-0.9	-11
CCOc1cc(N2CCOCC2)c(OCC)cc1NC(=O)CSc1ncccn1	3%	-1%[57.1 µM]	-9	5%[57.1 µM]	-0.6	-10%	7%	-0.9	-6
CCc1ccc(-c2cc(C)no2)cc1S(=O)(=O)NCCc1ccc(S(N)(=O)=O)cc1	19%	-7%	-14	-2%	-0.4	-17%	-2%	-0.3	-8
COc1cccc(C(=O)COC(=O)CCCC(=O)NC2CCCCC2)c1	4%	-6%	6	-9%	-0.2	-13%	-5%	-0.1	3
Cc1ccc(N(C(=O)CCC(=O)Nc2cc(C)on2)C(C(=O)NC2CCCC2)c2cccs2)cc1 (stereo not drawn)	-17%	0%	-3	-5%	-0.7	-14%	-13%	-0.5	5
OCCCNc1nc(-c2ccc(Cl)cc2)nc2ccccc12	3%	17%	17	-2%	2.6	-26%	-2%	0.9	-4
CC(C)NC(=O)C(=O)NCCN1CCN(S(=O)(=O)c2ccc(Cl)cc2)CC1	-1%	10%	-10	2%	0.1	-16%	-8%	-0.4	-4
O=C(OCCCc1cc2ccccc2c(=O)o1)c1ccc(F)cc1	11%	u	-3	3%	-0.5	-36%	-1%	-0.6	-1
CN(C)S(=O)(=O)c1ccc(C(=O)NCC2(N3CCCCC3)CCCCC2)cc1	9%	2%[57.1 µM]	6	-4%[57.1 µM]	2.8	-3%	3%	0.6	2
CC1CCN(C(=O)C(=O)c2cn(CC(=O)N3CCCCCC3)c3ccccc23)CC1	0%	28%	-8	8%	0.1	-18%	-8%	-0.1	-3
CCn1c2c(c3cc(OCC(C)C)ccc31)CCCC2=O	6%	-6%	-5	17%	-0.5	3%	-1%	0.1	-7
COc1ccc(OC)c(S(=O)(=O)N(C)CC(=O)N2CCN(c3ccccc3)CC2)c1	4%	9%	-7	1%	-0.2	-23%	2%	-0.5	-2
O=C(NCc1cccnc1)C(=O)N/N=C/c1ccccc1[N+](=O)[O-]	-7%	-3%[57.1 µM]	-22	-5%[57.1 µM]	0.1	-6%	0%	-1.3	-3
O=C(Nc1ccccc1C(=O)N1CCCCCC1)c1ccc(Cl)cc1	2%	25%[57.1 µM]	-10	6%[57.1 µM]	0.3	-10%	-5%	-1.4	9
CC(C)Oc1ccc(C(=O)NC(C)(C)CO)cc1	9%	12%	18	-1%	0.5	-3%	-1%	0.3	-5
Clc1ccc(Cn2c(-c3cccnc3Cl)nc3ccccc32)cc1	-2%	2%[57.1 µM]	-7	1%[57.1 µM]	0.7	-9%	2%	0.6	-4
O=C1CCC(=O)N1OCCOc1ccc(Cl)c2ccccc12	-9%	-7%	-10	-5%	0.2	-16%	-2%	-0.1	-6
CC(=O)Nc1ccc(C(=O)N2CCCc3ccccc32)cc1	2%	5%[57.1 µM]	2	-7%	0.4	-1%	-2%	-0.1	16
COc1ccc(C2(C)NC(=O)N(CC(=O)Nc3ccc(-c4nc5ccc(C)cc5s4)cc3)C2=O)cc1 (stereo not drawn)	-5%	-6%[57.1 µM]	-3	18%[57.1 µM]	10	-6%	42%[activator]	1.0	3
O=C1c2ccccc2C(=O)N1CCCCCCN1C(=O)c2ccccc2C1=O	0%	-10%	x	-2%	x	-15%	44%[activator]	x	x
O=C1C2C3C=CC(C3)C2C(=O)N1c1ccc2ccccc2n1 (stereo not drawn)	10%	-3%	12	-6%	-0.6	-18%	-3%	-0.1	0
CC(=O)N1CCN(C(=O)CNc2cc(C(F)(F)F)ccc2OCC(F)(F)F)CC1	5%	-5%	x	-1%	x	-12%	-1%	-0.4	-4
Cc1cc(C)n(-c2nc(NCC(C)O)c3c4c(sc3n2)CCCC4)n1 (stereo not drawn)	5%	13%[57.1 µM]	-8	27%[57.1 µM]	1.0	-14%	0%	-0.5	3
Cc1ccc(C(=O)OCC(=O)N2CC(=O)Nc3ccccc32)s1	1%	14%[57.1 µM]	1	12%[57.1 µM]	0.1	-19%	-1%	-0.4	2
CSc1nnc2n(-c3ccccc3)c(=O)c3c4c(sc3n12)CCC4	11%	19%[57.1 µM]	14	13%[57.1 µM]	-1.0	-1%	3%	0.0	0
O=C(OCC1COC(c2ccccc2)(c2ccccc2)O1)c1ccccc1 (stereo not drawn)	2%	15%[11.4 µM]	x	10%[11.4 µM]	x	-7%	6%	x	x
CCOc1ccc(N(CC(=O)NCc2ccco2)S(C)(=O)=O)cc1	9%	-2%	x	-4%	x	-26%	0%	-0.6	-11
CCC(C)C1/C=C\CC(NC(=O)OCC2c3ccccc3-c3ccccc32)CC(=O)N1Cc1ccccc1 (stereo not drawn)	15%	-15%	x	2%	x	u	22%	x	x
O=C(COc1ncnc2sccc12)NC1CCCCC1	-2%	4%[57.1 µM]	-1	1%[57.1 µM]	-0.6	-6%	0%	-0.1	-4
CCn1ncc(Br)c1C(=O)Nc1ccc(Cl)cn1	1%	24%	-9	9%	-0.5	8%	-7%	-0.5	3
CCOC(=O)C1CCCN(CC(=O)Nc2ccc(C(=O)Nc3ccccc3OC)cc2)C1 (stereo not drawn)	6%	-17%	-5	-19%	-0.1	-3%	-11%	-0.2	1
O=C(COC(=O)c1ccc([N+](=O)[O-])s1)c1ccc[nH]1	2%	-30%[57.1 µM]	x	-4%[11.4 µM]	x	u	0%	x	x
Cc1cc(C)nc(/N=C(\N)N(Cc2ccccc2)Cc2ccccc2)n1	10%	-2%[57.1 µM]	6	-2%[57.1 µM]	1.3	-4%	3%	-0.4	-8
CC(C)NC(=O)C1CCN(Cc2cccc(Oc3ccccc3)c2)CC1	-3%	13%	3	-1%	0.4	-13%	2%	-0.2	-2
Cc1c(C(=O)N2CCCCCC2)c(S(=O)(=O)Nc2ccc(F)cc2)c(C)n1C	-11%	17%	x	6%	x	-17%	-7%	-0.1	5
COc1ccc(N2CCN(C(=O)c3ccccc3N(C)S(=O)(=O)c3ccccc3)CC2)cc1	5%	-10%	-23	5%	-0.1	-2%	3%	0.0	17
Cc1ccc(CNC(=O)COC(=O)CCC(=O)c2cccs2)cc1	7%	19%[57.1 µM]	-10	11%[57.1 µM]	-0.6	u	0%	-1.0	0
CC(=O)Nc1c(C)nn(-c2ccccc2)c1N1CCC(C(=O)NCc2cccc(Cl)c2)CC1	1%	17%[57.1 µM]	x	7%[57.1 µM]	0.4	-17%	-4%	-0.1	-8
CCCc1cc(=O)[nH]c2nnc(SCC(=O)Nc3nnc(CC)s3)n12	1%	12%	0	4%	0.5	-5%	0%	-0.2	0
CCOc1cccc2sc(N(CCN(CC)CC)C(=O)c3cccc(N4C(=O)CCC4=O)c3)nc12	2%	20%	-13	9%	0.1	-15%	-9%	0.7	-2
O=C(NCc1ccc(F)cc1)c1cccnc1C(=O)O	0%	10%[57.1 µM]	10	4%[57.1 µM]	0.2	-8%	u	0.2	-2
COC(=O)CSc1nnc(-c2cnccn2)n1C	11%	4%[11.4 µM]	-16	10%[11.4 µM]	0.0	-13%	0%	-0.2	-1
CC1(C)Cc2c(cnn2-c2cccc(F)c2)C(NC(=O)c2cc[n+]([O-])cc2)C1 (stereo not drawn)	-8%	6%	-2	-1%	2.5	-10%	0%	26	4
Cc1ccc2cc(C#N)c(SCC(=O)N3CCCC3)nc2c1	12%	21%	10	9%	0.3	-17%	-3%	-0.4	-2
Cc1cccc(NC(=O)CN2C(=O)S/C(=C\c3ccc(-c4cccc(C(=O)O)c4C)o3)C2=O)c1	4%	12%[57.1 µM]	14	2%[57.1 µM]	-0.8	-19%	u	1.8	-3
COCC(C)n1c(C)cc(C(=O)COC(=O)CCc2nc3ccccc3c(=O)[nH]2)c1C (stereo not drawn)	8%	-1%	3	0%	-0.2	-12%	0%	0.9	-1
O=c1c2cn[nH]c2[nH]c(=S)n1-c1ccccc1Cl	1%	-1%[57.1 µM]	-17	3%[57.1 µM]	5.0	-3%	1%	0.1	-2
CCCc1cc(=O)[nH]c(SCC(=O)NC2CCCCC2)n1	0%	17%	-3	-5%	0.6	-11%	1%	-0.3	12
